Assay outcomes as filed in PubChem BioAssay.
Sm TGR inh = qHTS Assay for the Inhibitors of Schistosoma Mansoni Peroxiredoxins; AID 485364, 2010; Schistosoma mansoni thioredoxin glutathione reductase (TGR), Q962Y6; Potency, µM (series often up to 114 µM), without a hit: top-dose activity change, negative = inhibition, usual class: inhibitors; purified TGR, DTNB reduction, TNB absorbance 405 nm; 360,000 tested, 3% active; further: nearly all actives have a fitted effect of over 60% in size
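Kinetic colorimetric format: TGR-catalysed, NADPH-driven DTNB reduction monitored via TNB absorbance. Enzyme dispensed at 20 nM; compound exposure 15 min at room temperature before reaction start.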
Tb PYK inh = qHTS of Trypanosoma Brucei Inhibitors | pyruvate kinase (Trypanosoma brucei), Q57TT1 | TbPYK enzyme, Kinase-Glo Plus ATP luminescence, 45 min | Potency, µM (titrated, usually from 76.8 µM), for inactives: at the top dose activity, negative = inhibition, actives largely listed as inhibitors | 410,000 tested, 0.12% active; further: nearly all actives have a fitted effect of over 50% in size
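Readout: single end-point luminescence (Kinase-Glo Plus, 10 min). Reaction conditions were TbPYK/substrate plus 130 uM ADP, 45 min at RT, pH 7.2 TEA buffer. No-enzyme wells served as controls, and data were normalized before concentration-response fitting.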
An asterisk follows results filed as active; ? = inconclusive; [ ] = another dose, or the depositor's remark. The call rests on the fitted dose curve; in most records, active means well fitted curve in the direction sought with a large enough effect; inconclusive means small, poorly fitted or top-dose-only effect, or another doubt; inactive means no such curve, though single readings can be large; an effect the other way counts as inactive or inconclusive. On the % scale 0 is the no-effect control and ±100 the full control effect; potency means the concentration at half of the fitted maximal effect.

Under each structure: Sm TGR inh | Tb PYK inh
COc1cccc(C(=O)NC2=NC(c3ccc(N(C)C)cc3)CC(=O)N2)c1 (stereo unspecified)
  0.7% | -3.7%
Cc1cc(C)c2c(=O)cc(CSc3n[nH]c(C)n3)[nH]c2c1
  7.0% | -0.1%
COc1ccc(-c2nc(CSc3nnc(C)n4c3cc3occc34)c(C)o2)cc1OC
  -6.3% | -7.7%
CC(=O)c1cccc(NC(=O)C2CCCN(c3nnc(-n4cccc4)s3)C2)c1 (stereo unspecified)
  1.1% | 13.3%
Cc1ccc(Cc2nc3ccccc3nc2SCC(=O)N2CCN(c3ccc(F)cc3)CC2)cc1
  -8.5% | -2.6%
O=C(CSc1nnc(COc2ccccc2)o1)Nc1cc(C(F)(F)F)ccc1Cl
  -0.3% | -0.1%
Cc1ccc(-c2csc(-c3c(N)c(C(=O)c4ccc5c(c4)OCO5)n4ccccc34)n2)cc1C
  1.0% | -1.7%
Cc1cc2nc(-c3cccc(NC(=O)COc4ccc(C(C)C)cc4)c3)oc2cc1C
  1.4% | 1.7%
COc1ccc(NS(=O)(=O)c2cc3[nH]c(=O)c(=O)[nH]c3cc2C)cc1Cl
  -11.8% | 3.0%
CCN(C(=O)C1CCC(CNS(=O)(=O)c2cccc3nsnc23)CC1)c1ccccc1 (stereo unspecified)
  3.8% | 0.7%
Cc1cc(Br)ccc1NC(=O)C(NS(=O)(=O)c1cccs1)c1ccccc1 (stereo unspecified)
  6.4% | -0.4%
COc1cccc(-n2c(SCC(=O)c3ccccc3)nc3c([nH]c4ccccc43)c2=O)c1
  8.2% | -6.0%
COc1ccc(NC(=O)CSc2nc3ccccc3nc2Cc2ccc(C)cc2)cc1Cl
  1.0% | 5.9%
CC(C)CCOc1ccc(Cn2c(=O)sc3ccccc32)cc1
  -0.9% | 6.0%
Cc1cccc(-c2cc(NC(=O)c3ccccc3C)n(-c3ccccc3)n2)c1
  4.1% | -5.3%
Cc1ccc(NC(=O)N2CCC(CN3CCCC3)CC2)c(C)c1
  -21.8% | -1.6%
Cc1ccc(N2CC(NC(=O)c3cccc(Cl)c3)CC2=O)cc1C (stereo unspecified)
  4.4% | -5.6%
COc1ccc(OC)c(C2CC(=O)c3c([nH]c(C(=O)OC4CCC(C)CC4)c3C)C2)c1 (stereo unspecified)
  0.8% | 7.7%
Cc1cc(S(=O)(=O)Nc2ccc(-c3ccc(N4CCCCC4)nn3)cc2)c(C)cc1Cl
  -8.8% | 3.1%
Cc1ccccc1Cn1c(CN2CCN(c3cc(Cl)ccc3C)CC2)nc2c1c(=O)[nH]c(=O)n2C
  -4.6% | -2.7%
COc1ccc(-n2ncc(C(=O)NCc3cccs3)c2C2CCN(C(=O)OC(C)(C)C)CC2)cc1
  1.2% | 0.5%[15.4 µM]
CCCC12CN3CC(C)(CN(C1)C3c1ccccn1)C2=O (stereo unspecified)
  4.1% | 0.2%
CCCc1cc(=O)[nH]c(SCC(=O)N2CCN(c3ccccc3OC)CC2)n1
  0.3% | 3.2%
CCN(CC)CCNC(=O)c1c(C)oc2ncn(C)c(=O)c12
  2.8% | 5.5%
CCN1CCN(c2cc(C)c3cc(NC(=O)/C=C/c4ccc(OCCC(C)C)cc4)ccc3n2)CC1
  12.1% | 0.2%
CCCCNc1nc(Oc2ccc(=O)[nH]n2)nc(N(C)C)n1
  -3.5% | -0.6%
COc1ccc(Nc2nc3c(S(=O)(=O)c4ccccc4)nnn3c3ccsc23)cc1OC
  0.0% | 4.0%
Brc1cccc(-c2cnn3c(-c4ccccc4)cc(-c4ccccc4)nc23)c1
  -3.1% | -8.7%
CCc1ccc(C(=O)Nc2ccc3nn(-c4ccc(C)c(Cl)c4)nc3c2)cc1
  -10.7% | -11.8%
O=c1oc2ccc3ccccc3c2cc1-c1nnc(Nc2ccc(Cl)cc2Cl)s1
  3.1% | 4.6%

Quoted at random: 2 entries already listed, in no set order.
Under each structure: Sm TGR inh | Tb PYK inh
Cc1cc(Br)ccc1NC(=O)C(NS(=O)(=O)c1cccs1)c1ccccc1 (stereo unspecified)
  6.4% | -0.4%
CC(C)CCOc1ccc(Cn2c(=O)sc3ccccc32)cc1
  -0.9% | 6.0%

Next entries follow:
Under each structure: Sm TGR inh | Tb PYK inh
Cc1cccc(NC(=O)C2CCCN(S(=O)(=O)c3c(C)noc3/C=C/N(C)C)C2)c1C (stereo unspecified)
  -2.7% | 3.1%
CC(C)CCNc1nc(Nc2ccccc2)c2cnn(C)c2n1
  -0.5% | 3.5%
COc1ccc(Cl)cc1NC(=O)Cn1nc(C(F)(F)F)c2c1CCCC2
  1.2% | -0.8%
CCc1cccc(-n2c(=O)c3cccnc3n2CC(=O)Nc2ccc(F)c(C)c2)c1
  5.2% | 1.5%
O=c1c2cccnc2n(Cc2cccc(F)c2)c(=O)n1Cc1ccccc1Cl
  1.9% | 3.8%
Cc1cc(C)c2c(CC(=O)Nc3ccc(S(=O)(=O)Nc4nc(C)cc(C)n4)cc3)coc2c1
  -2.4% | -2.9%
O=C(NCCC1=CCCCC1)c1ccc2c(c1)N(Cc1ccc(F)cc1)C(=O)c1ccccc1S2(=O)=O
  -2.1% | 4.5%
COCCNC(=O)c1cc(-c2cccc(Cl)c2)on1
  -1.9% | -1.5%
Cc1ccc(NC(=O)CN(c2ccccc2)S(=O)(=O)N(C)C)cc1Cl
  9.3% | -1.2%
COc1ccc(-c2c3c(=O)n(C)c(=O)n(C)c3c3c(-c4ccccc4)nc4ccccc4n23)cc1
  5.7% | -7.3%
O=C1c2oc3ccc(F)cc3c(=O)c2C(c2cccc([N+](=O)[O-])c2)N1CCCN1CCOCC1 (stereo unspecified)
  0.0% | 3.6%
CCOc1ccc(NC(=O)Cn2c(CCC(=O)O)ccc2-c2ccc(Cl)cc2)cc1
  0.5% | 0.7%
CC1CCN(S(=O)(=O)c2ccc3c(c2)oc(=O)n3CC(=O)NC(C)c2ccccc2)CC1 (stereo unspecified)
  2.2% | -0.6%
Cc1nn(C(=O)c2cccc(F)c2)c(C)c1S(=O)(=O)N1CCOCC1
  ? | 3.3%
COCCCNC(=O)CSC1=Nc2ccccc2C2=NC(CCC(=O)NCc3ccc(OC)cc3)C(=O)N12 (stereo unspecified)
  1.8% | -8.5%
CCCS(=O)(=O)c1ncc(Cl)c(C(=O)Nc2c(C(=O)Nc3ccccc3)oc3ccccc23)n1
  -5.4% | -8.1%
COc1ccc(CNC(=O)Cn2c(=O)cc(-c3ccccc3)c3c(C)nn(C)c32)cc1
  -6.5% | -5.1%
Cc1ccc(S(=O)(=O)c2nnn3c2nc(NC2CCCCC2)c2sccc23)cc1C
  11.1% | -5.1%
Cc1ccc(CNC(=O)Cc2c(C)c3c(cc(C)c4c(C)coc43)oc2=O)cc1
  0.1% | 0.3%
Cc1cccc(N2CCN(C(=O)c3ccc(NC(=O)c4nsc5ccccc45)cc3)CC2)c1C
  1.7% | -5.7%
Cc1cccc(OCCSc2nc3ccc(NC(=O)COc4ccccc4F)cc3s2)c1
  -2.5% | -4.1%
COc1ccccc1NC(=O)CC1Sc2ccc(C(F)(F)F)cc2NC1=O (stereo unspecified)
  -3.3% | -3.5%
CCc1ccc(-c2cn3c(n2)sc2cc(C(=O)NCCC4=CCCCC4)ccc23)cc1
  -5.3% | -7.0%
Cc1cccc(-c2nc3nc(C)cc(NC(C)c4ccccc4)n3n2)c1 (stereo unspecified)
  -9.3% | -4.2%
O=C(CCSCc1cccc(Cl)c1)N1CCN(c2ccc(Cl)cc2)CC1
  18.1% | -4.6%
CCCn1cc(S(=O)(=O)c2ccc(C)cc2)c(=O)c2cc(F)c(N3CCCC3)cc21
  17.6% | -0.8%
CCOc1cc(CNC(=O)c2ccc3nc(C(C)C)oc3c2)cc(OCC)c1OCC
  15.1% | 0.0%
CCc1ccc(C(=O)c2cn(CC(=O)Nc3ccc4c(c3)OCCO4)c3ccc(F)cc3c2=O)cc1
  2.0% | 6.6%
COc1ccc(C)cc1NC(=O)Cn1c(=O)ccc2cc(S(=O)(=O)N3CCC(C)CC3)ccc21
  -4.0% | 2.4%
CCN(C(=O)CN1C(=O)c2ccccc2Sc2ccc(C(=O)OC)cc21)c1cccc(C)c1
  8.1% | -5.8%

Under each structure: Sm TGR inh | Tb PYK inh
Cc1cc(NS(=O)(=O)c2ccc(NC(=O)COc3ccc(Cl)cc3)cc2)nc(C)n1
  -9.0% | -5.5%
COc1ccc(N2CCN(S(=O)(=O)c3ccc4oc(=O)c5ncn(C)c5c4c3)CC2)cc1
  2.8% | 2.3%
CCOc1ccccc1C(=O)Oc1c(S(=O)(=O)c2ccc(C)cc2)c(C)nn1-c1ccccc1
  -0.9% | -3.6%
CC(C)c1ccc(CNc2nc(-c3ccco3)nn2S(=O)(=O)c2ccccc2)cc1
  -6.3% | -7.4%
CC1CCN(CCCNC(=O)c2cn(C)c3ccc(S(=O)(=O)N(C)C4CCCCC4)cc3c2=O)CC1
  7.6% | 4.1%
COc1ccc(C(=O)NC2(C(F)(F)F)C(=O)NC(C)=C2C#N)cc1 (stereo unspecified)
  1.3% | 0.1%
CCc1ccc2nc(N(Cc3cccnc3)C(=O)Cc3ccccc3)sc2c1
  3.5% | -5.5%
COc1ccccc1N1CCN(Cc2nc(-c3cc(OC)c(OC)c(OC)c3)no2)CC1
  -22.3% | 5.1%
CCOc1ccc(C(CC(=O)O)N2Cc3ccccc3C2=O)cc1OC (stereo unspecified)
  7.7% | -1.2%
CCCCN1C(=O)c2[nH]nc(-c3ccccc3O)c2C1c1ccc(OCc2ccccc2)cc1 (stereo unspecified)
  4.6% | 6.2%
Cc1nc2c(c(C)nn2C(C)(C)C)c(C)c1CCC(=O)Nc1ccc(F)cc1
  2.7% | -3.8%
COc1ccc(N2C(=O)CS(=O)(=O)C23C(=O)N(Cc2ccccc2)c2ccccc23)cc1 (stereo unspecified)
  0.9% | -0.9%
COc1ccc(NC(=O)Cn2c(=O)n(-c3ccccc3)c(=O)c3ccc(C(=O)NCc4ccc5c(c4)OCO5)cc32)cc1
  25.6% | 2.6%
Cc1ccc(Cl)cc1N1CCN(C(=O)CCC(=O)Nc2ccc3nc(N4CCC(C)CC4)cc(C)c3c2)CC1
  2.4% | -4.8%
CCOC(=O)c1ccc(NC(=O)c2cc3c([nH]c2=O)CC(c2ccccc2)CC3=O)cc1 (stereo unspecified)
  4.3% | -5.1%
O=C(Cn1nc2c(cc1=O)CCCC2)NCc1ccccc1Cl
  2.8% | 2.6%
COc1ccc(C2C(=O)N(C3CCC(C)CC3)CC(=O)N2Cc2ccc(C)cc2)cc1OC (stereo unspecified)
  -1.9% | -2.4%
CCCCN(CC)C(=O)c1nn(C)c2c1CSc1ccccc1-2
  44.7µM* | 1.6%
O=C(NCCc1ccccc1)c1ccc(Cn2c(=O)c3cccn3c3cccnc32)cc1
  4.0% | 2.7%
COc1cccc(COC(=O)c2ccc(-c3nnn(Cc4cccc(OC)c4)n3)cc2)c1
  0.3% | -1.5%
Cc1nc(N2CCOCC2)c2c(C(=O)NCc3ccc(Cl)cc3)c(C)oc2n1
  3.7% | -1.7%
COc1ccc(-c2nn(C)c3sc(C(=O)N4CCN(c5cc(Cl)ccc5C)CC4)cc23)cc1OC
  -0.8% | -7.9%
CCc1cccc(NC(=O)c2coc(=O)c3ccccc23)c1
  -9.0% | -4.1%
CCc1ccc(C(=O)c2cn(CC(=O)Nc3ccc4c(c3)OCCO4)c3ccc(CC)cc3c2=O)cc1
  -3.7% | 17.1%
O=C(CSc1c2c(nc3cc(Cl)ccc13)CCCC2)N1CCN(c2ccccc2F)CC1
  -4.1% | -0.2%
O=C(Nc1ccc(F)c(Cl)c1)c1cc(S(=O)(=O)N2CCCc3ccccc32)ccc1F
  -11.8% | 5.4%
CN1CCN(C(CNC(=O)C(=O)Nc2ccc(Cl)cc2)c2cccnc2)CC1 (stereo unspecified)
  -1.8% | 5.0%
CCc1ccc(S(=O)(=O)c2cn(Cc3ccccc3F)c3cc(OC)c(OC)cc3c2=O)cc1
  -2.5% | -7.8%
COc1ccc(Nc2ncc(C(=O)N3CCN(c4cccc(Cl)c4)CC3)c3ccccc23)cc1
  -9.8% | -1.8%
Cc1ccc(CNC(=O)CSc2nc3n[nH]c(C)c3c(=N)n2-c2ccccc2Cl)cc1
  3.1% | -1.7%
COC(=O)c1ccc(C2c3c(-c4ccccc4O)n[nH]c3C(=O)N2Cc2ccncc2)cc1 (stereo unspecified)
  3.0% | -9.3%
CCn1nc(C)c2c(-c3ccccc3)cc(=O)n(C(C)C(=O)NCc3ccccc3OC)c21 (stereo unspecified)
  -1.7% | -1.8%
CN(C(=O)CCc1nc(-c2ccccc2F)no1)c1ccc(Cl)cc1
  -4.5% | 0.9%

The list is partial; the hit share may differ from the screen's.
